GC-B act – GC-B (human) receptor activation; P20594; HEK293-GC-B cells, CNP EC30, cGMP TR-FRET; 0% at EC30 CNP, 100% saturating CNP; activation, % at 10 µM; 370,000 tested, 0.11% active;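 active means activation at 10 µM reaching about 35% in either raw or pattern-adjusted values, limit read from the data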
rCAG binder – binds r(CAG) RNA repeats. r(CAG) RNA repeat, TO-PRO-1 dye displacement fluorescence. inhibition, % at 3 µM. 370,000 tested, 1.3% active;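 active means inhibition above the plate cutoff, the mean of all test compounds on that plate plus 3 SD, cut at about 35% in these data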;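 further: 0% = DMSO alone and 100% = 100 µM mitoxantrone as full dye displacement; higher means more dye released from RNA so lower well fluorescence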
TCR-CD3 inh – blocks the human TCR-CD3 interaction. AID 651800. TAMRA-labeled TCR probe fluorescence, biochemical. 360,000 tested, 0.37% active. inhibition, % at 9.4 µM; in the data active means inhibition above about 19%;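 further: recombinant mutant TCR 2C K166C tagged with TAMRA read by polarization; 0% = receptor in buffer alone and 100% = receptor with positive control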
TDP2 absorb – TDP2 (human) inhibition, absorbance primary screen | recombinant TDP2, T5PNP hydrolysis, p-nitrophenol absorbance 415 nm | inhibition, % at 12.8 µM | O95551 | 370,000 tested, 0.34% active | AID 720702;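 active means inhibition above the mean of all tested compounds plus 3 SD, set per campaign, cut at about 25% in these data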;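 further: 0% = DMSO with enzyme and 100% = buffer with substrate but no TDP2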
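Read-out basis: percent inhibition. System: recombinant human TDP2. Buffer or medium: Mg2+-containing Tris-HCl buffer, pH 7.5. Repeats: single replicate. Timing: reaction 2 h, 37 °C. Benchmarks: high control without enzyme, low control DMSO plus TDP2. Probe or stimulus: 5 mM T5PNP. Doses: 12.8 µM only. Measured by: epi absorbance of p-nitrophenol freed from T5PNP by hydrolysis.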
LEDGF integ inh – blocks HIV-1 LEDGF/p75-dependent DNA integration; TR-FRET IN-LEDGF/p75 DNA integration, Eu/Cy5; inhibition, % at 3.7 µM; 370,000 tested, 0.64% active;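 active means inhibition above the screen-wide mean plus 3 SD, cut at about 13% in these data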;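 further: signal is the Cy5 over europium emission ratio at 671 and 618 nm; 0% = plate median of compound wells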
HTRA1 inh – blocks human HTRA1 serine peptidase. Q92743. recombinant HTRA1, FP-rhodamine activity-based probe, fluorescence polarization. inhibition, % at 5.96 µM. 340,000 tested, 0.5% active; in the data active means inhibition above about 36%;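 further: 0% = enzyme with DMSO and 100% = wells lacking enzyme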
Target sequence (Q92743 whole entry, looked up): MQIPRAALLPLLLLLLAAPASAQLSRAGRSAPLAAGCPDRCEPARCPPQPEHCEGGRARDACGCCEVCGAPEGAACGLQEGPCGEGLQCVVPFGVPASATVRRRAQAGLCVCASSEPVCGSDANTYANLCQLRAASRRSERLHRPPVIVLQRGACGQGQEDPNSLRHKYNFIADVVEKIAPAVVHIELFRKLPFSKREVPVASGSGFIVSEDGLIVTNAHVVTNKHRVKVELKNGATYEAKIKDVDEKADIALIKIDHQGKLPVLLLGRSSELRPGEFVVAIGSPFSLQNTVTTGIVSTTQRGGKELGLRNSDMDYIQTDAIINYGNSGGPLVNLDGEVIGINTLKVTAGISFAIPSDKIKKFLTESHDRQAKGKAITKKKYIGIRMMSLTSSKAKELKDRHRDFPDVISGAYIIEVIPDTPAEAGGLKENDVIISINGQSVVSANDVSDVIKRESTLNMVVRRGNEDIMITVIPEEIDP
MBD2 inh – blocks human MBD2 binding to methylated DNA | TR-FRET, MBD2 binding to methylated oligonucleotide | inhibition, % at 4.4 µM | 370,000 tested, 0.31% active | Q9UBB5 | AID 686964; in the data active means inhibition above about 13%
ABHD4 inh – inhibits mouse alpha/beta hydrolase domain 4; Q8VD66; purified mABHD4, FP-Rh probe fluorescence polarization; inhibition, % at 8.92 µM; 370,000 tested, 0.54% active;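 active means inhibition exceeding the mean over every tested compound plus 3 SD, cut at about 30% in these data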;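 further: 0% = plate median of compound wells and 100% = S159A mutant with DMSO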
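Doses – 8.92 µM, single dose · Material – wild-type mouse ABHD4 protein · Replication – single well per compound (singlicate) · Measure – percent inhibition of probe binding, normalized to plate controls · Schedule – 45 min compound pre-incubation plus 60 min probe step, 25 °C · Detection – fluorescence polarization with parallel and perpendicular emission, 525/598 nm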
SIAE primary – inhibitors of human sialic acid acetylesterase SIAE. inhibition, % at 9.66 µM. 370,000 tested, 0.69% active. Q9HAT2. SIAE FP-Rh probe binding, fluorescence polarization. AID 1053197;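 active means inhibition above a cutoff: mean of compounds within the control limits plus 3 SD of those, cut at about 17% in these data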;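 further: 0% = plate median of compound wells and 100% = probe without SIAE protein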
PRMT1 inh – PRMT1 (human) inhibition, primary screen. Q99873. recombinant PRMT1, activity-based probe fluorescence polarization. inhibition, % at 2.79 µM. 370,000 tested, 1.3% active. AID 652257;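 active means inhibition above about 21% made by adding two undisclosed values, limit read from the data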
Target sequence (Q99873 whole entry, looked up): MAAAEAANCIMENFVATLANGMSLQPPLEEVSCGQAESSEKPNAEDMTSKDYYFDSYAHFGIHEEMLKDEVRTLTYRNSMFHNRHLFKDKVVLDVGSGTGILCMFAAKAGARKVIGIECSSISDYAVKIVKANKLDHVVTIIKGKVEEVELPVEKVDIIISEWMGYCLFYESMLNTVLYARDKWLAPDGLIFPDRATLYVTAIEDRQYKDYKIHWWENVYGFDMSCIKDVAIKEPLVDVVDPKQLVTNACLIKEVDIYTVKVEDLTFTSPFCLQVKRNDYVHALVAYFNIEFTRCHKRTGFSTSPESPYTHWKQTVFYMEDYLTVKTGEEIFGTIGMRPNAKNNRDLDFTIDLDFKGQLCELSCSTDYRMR
Starred values were filed as active, the others as inactive; · = not tested or not shown. The list is partial; rates above refer to the full screens.

The opening 5 compounds, ahead of the listing:
SMILES	GC-B act	rCAG binder	TCR-CD3 inh	TDP2 absorb	LEDGF integ inh	HTRA1 inh	MBD2 inh	ABHD4 inh	SIAE primary	PRMT1 inh
Cc1ccc2c(Cl)cc(Cl)c(OCc3c(C)noc3C)c2n1	-7.6	1.3	-3.0	-21.9	2.1	1.7	-0.3	1.5	2.1	0.2
Cc1ccc(C(=O)Nc2ccccc2N2CCCC2)s1	2.3	5.5	0.0	9.9	0.4	12.7	1.2	6.0	5.8	6.1
CC(C)(C#N)NC(=O)C(=O)c1c(-c2ccccc2)cc2ccccn12	3.6	-2.1	0.1	-12.0	-5.6	4.1	2.0	-4.3	-7.6	5.0
COc1ccc(OC)c(NC(=O)CSc2nnc(CNC(=O)COc3ccc(Cl)cc3)o2)c1	-17.0	-5.9	3.2	6.9	3.0	0.6	-6.9	5.0	5.4	2.1
O=c1[nH]n(-c2ccccc2Cl)c(=O)c2ccccc12	5.4	-0.3	2.5	-32.4	5.7	3.0	3.2	-5.1	-8.2	-2.5

Main list, from the start:
SMILES	GC-B act	rCAG binder	TCR-CD3 inh	TDP2 absorb	LEDGF integ inh	HTRA1 inh	MBD2 inh	ABHD4 inh	SIAE primary	PRMT1 inh
Cc1ccc2c(Cl)cc(Cl)c(OCc3c(C)noc3C)c2n1	-7.6	1.3	-3.0	-21.9	2.1	1.7	-0.3	1.5	2.1	0.2
Cc1ccc(C(=O)Nc2ccccc2N2CCCC2)s1	2.3	5.5	0.0	9.9	0.4	12.7	1.2	6.0	5.8	6.1
CC(C)(C#N)NC(=O)C(=O)c1c(-c2ccccc2)cc2ccccn12	3.6	-2.1	0.1	-12.0	-5.6	4.1	2.0	-4.3	-7.6	5.0
COc1ccc(OC)c(NC(=O)CSc2nnc(CNC(=O)COc3ccc(Cl)cc3)o2)c1	-17.0	-5.9	3.2	6.9	3.0	0.6	-6.9	5.0	5.4	2.1
O=c1[nH]n(-c2ccccc2Cl)c(=O)c2ccccc12	5.4	-0.3	2.5	-32.4	5.7	3.0	3.2	-5.1	-8.2	-2.5
CCCCNC(=O)N(O)C1N(/N=C/c2cccnc2)C(=S)SC1(C)C (stereo unspecified)	0.2	-2.2	-4.2	-1.1	-5.1	11.0	-2.4	8.6	4.5	5.0
O=S(=O)(c1ccc2ccccc2c1)N1CCN(C(=S)Nc2ccc(F)cc2)CC1	-1.0	4.2	7.2	-2.8	-0.1	-28.2	4.9	-9.1	-12.3	-0.7
Cn1c(-c2ccc3c(c2)OCO3)cnc1NCc1ccccc1	1.2	0.8	0.9	-0.5	-0.8	-5.8	2.0	11.9	-0.2	0.5
CCc1ccccc1NC(=S)NCCSc1ccc(Cl)cc1	-7.0	-0.9	-5.8	3.6	-1.9	-33.5	2.1	-18.6	0.5	3.5
CC(C)n1c(SCC(=O)Nc2ccc(N3CCOCC3)cc2)nnc1-c1ccco1	-2.6	-4.1	-2.0	4.2	-4.2	-5.6	-0.3	0.5	-3.5	6.2
COc1cccc(C(=O)Nc2ccc(C3CC3(Cl)Cl)cc2)c1 (stereo unspecified)	-9.9	-0.1	-11.7	4.4	-0.5	-50.0	3.9	-9.9	-23.2	2.9
CC1CCc2c(sc3nc(CN4CCOCC4)nc(N4CCc5ccccc5C4)c23)C1 (stereo unspecified)	-0.1	-0.3	1.9	19.1	6.9	-25.7	-4.7	-2.4	-1.4	1.4
CN1CCN(CC(=O)Nc2cc(N(C)C)nc3ccccc23)CC1	0.4	-2.5	5.7	-0.5	-0.7	2.8	7.0	0.1	-1.7	2.7
CC(=O)Nc1ccc(-c2csc(NC(=O)C3CCN(S(=O)(=O)c4cccs4)CC3)n2)cc1	-2.7	19.1	6.0	17.6	3.0	-20.1	2.1	-25.3	-11.1	-0.8
CCc1cccc(CC)c1NC(=O)CSc1nc2ccc(N3C(=O)C4C5C=CC(C5)C4C3=O)cc2s1 (stereo unspecified)	4.1	2.9	-3.8	9.3	-0.6	-15.2	-0.7	2.9	3.4	-1.6
CNS(=O)(=O)c1cnccc1N1CCN(c2cccc(Cl)c2)CC1	-0.9	1.4	3.3	-9.4	0.8	-0.7	-2.8	1.1	3.2	-1.1
CCN(CC(=O)Nc1c(F)cccc1F)C(=O)/C=C/c1ccc2c(c1)OCO2	-7.9	-1.8	-4.0	5.6	2.6	2.6	-11.8	-4.3	3.5	-1.3
COc1ccc(Cl)cc1C(=O)N1CCN(Cc2ccc3c(c2)OCO3)CC1	3.3	-7.9	-8.4	1.9	-3.9	3.7	-2.8	5.4	-2.2	5.3
Cc1cccc(COc2ccc(/C=N/NC(=O)c3nnn(-c4nonc4N)c3C)cc2)c1	-1.9	-0.3	-4.7	-0.4	-2.5	2.7	2.3	8.4	-2.0	8.4
CCC(NC(C)C)C(O)c1ccc(O)c(O)c1 (stereo unspecified)	1.6	-1.3	-2.5	0.6	-7.5	-0.2	1.4	5.9	4.2	3.0
Cc1cc(C=O)c(C)n1-c1ccc(NC2CCCC2)c([N+](=O)[O-])c1	-5.6	-2.3	-0.2	12.0	0.9	-9.5	-4.3	-0.5	1.9	-1.3
CC12CCC3(CC1CCC1OC12)OCCO3 (stereo unspecified)	3.5	4.5	3.9	3.3	-2.8	3.8	2.2	2.8	0.4	5.6
Cc1cccc(OCCCC(=O)NNC(=O)CCN2CCN(c3ccccc3)CC2)c1	1.3	-9.0	-0.9	-5.4	-4.2	-3.0	0.6	1.5	-2.3	-0.9
Cc1ccc(C2CC2/C(=N/O)c2ccc(F)cc2)cc1 (stereo unspecified)	1.7	0.9	1.6	-18.0	-4.4	-9.9	-7.0	-17.5	-2.1	0.6
COc1ccccc1NC(=O)c1nn(C)cc1Br	1.3	1.7	4.6	-3.7	-0.9	3.0	-3.0	-10.2	-4.1	0.2
CCN=C(NCC)SC1CC(=O)N(c2ccc(OCC)cc2)C1=O (stereo unspecified)	-5.0	-3.4	0.5	7.6	1.8	0.9	1.4	-1.6	0.7	-0.2
O=C(Nc1nnc(SCC(=O)N2CCOCC2)s1)c1ccccc1	2.8	0.8	2.4	6.7	0.6	11.6	-1.6	4.2	1.5	-3.5
O=c1oc2ccccc2c2c1ncn2CCN1CCOCC1	-2.4	5.5	-0.4	-7.0	-5.6	4.4	1.8	-4.3	-3.5	2.0
COc1ccccc1NC(=O)Nc1nnc(CC(=O)Nc2cccc(C)c2)s1	-5.5	15.4	-2.8	-1.9	0.0	-24.4	3.8	-22.4	-32.2	4.7
CCc1ccc(NC(=O)C(C)OC(=O)C2CCC(=O)N2)cc1 (stereo unspecified)	5.2	-1.2	2.2	1.6	-0.5	-3.6	1.7	-3.5	-2.1	-0.5
CCc1cccc(OC2OC(CO)C(O)C(O)C2NC(C)=O)c1 (stereo unspecified)	0.6	-2.8	-3.0	-8.0	-9.0	6.2	2.9	-4.8	-4.0	1.9
COc1nccnc1NS(=O)(=O)c1ccc(NC(=S)NC(=O)c2ccccc2F)cc1	-5.6	16.1	-1.5	4.0	1.1	-4.5	-2.4	-0.3	0.2	-3.5
CCCn1nnc(NC(=O)c2sc3ccccc3c2Cl)n1	1.9	-1.2	-5.5	2.0	-2.6	-10.3	0.3	3.9	-2.7	9.6
COc1cccc(/C=C/C(=O)OCC(=O)Nc2cccc(S(=O)(=O)N3CCCCC3)c2)c1OC	1.4	8.4	0.9	-8.9	2.9	-49.0	-5.4	-32.2	-61.9	1.2
CC(C)c1nnc(-c2ccc(Cl)cc2)c(N(C)C)n1	-4.6	-4.3	3.9	7.7	1.3	-6.5	-9.5	-4.5	-1.7	-1.8
N#CC(=C1C=C(Br)C(=NO)C=C1Cl)c1ccc(Cl)cc1	3.9	19.7	4.0	7.2	-2.1	-16.4	-2.8	18.9	32.8*	14.1
CC(NS(=O)(=O)c1ccc(CCC(=O)N2CCN(C)CC2)cc1)c1ccccc1 (stereo unspecified)	5.1	-3.5	6.1	4.0	2.5	5.0	-1.1	2.1	-2.6	-0.3
Cc1ccc(NC(=O)CS(=O)CC(=O)N2CCN(c3ccccc3)CC2)cc1 (stereo unspecified)	3.6	-0.6	-2.3	-9.4	-0.7	1.6	3.8	2.4	-4.7	-3.3
COc1cccc(C(=O)Nc2ccc(NC(=O)Cc3ccccc3)cc2)c1	0.7	1.9	2.3	-3.6	3.3	-10.8	-5.2	-4.3	-4.5	-2.4
O=C(Nc1ccccc1)OCCOc1ccc(Br)cc1	4.5	-6.0	-7.3	-1.4	-1.1	-4.8	1.9	-11.8	-2.4	3.7
C=CCOc1ccc(C2C(C#N)=C(N)N(Nc3ccccc3)C3=C2C(=O)CC(C)(C)C3)cc1OC (stereo unspecified)	-9.5	3.3	-3.4	-1.4	0.3	-11.4	-4.5	-14.0	15.7	-1.5
Cc1ccccc1NC(=O)Cc1nc(COC(=O)COc2ccc(C(C)(C)C)cc2)cs1	1.8	6.5	-5.2	-8.3	1.1	-19.1	0.6	6.9	2.5	-2.8
OC(COC1CCCCC1)CN1CCCCC1 (stereo unspecified)	7.8	0.2	9.0	20.6	-0.9	-2.9	3.0	9.6	4.2	-3.3
Cc1ccn2c(CN3CCOCC3)c(-c3ccccc3)nc2c1	4.0	-2.4	-0.1	1.4	1.9	5.9	-2.1	2.6	12.7	-0.9
CCOc1ccc(NC(=O)c2ccc3c(SCC(=O)O)c4c(nc3c2)CCCC4)cc1	11.9	3.8	0.0	-1.8	0.3	-8.6	0.0	-4.9	-4.8	-1.9
Cn1c(=O)n(C)c2cc(NC(=O)Cc3ccccc3[N+](=O)[O-])ccc21	4.7	0.2	2.3	-8.8	3.5	11.9	1.6	-1.4	4.2	-0.3
COc1ccc(Nc2cc(Cl)nc(N)n2)cc1	1.0	-1.3	-3.8	-12.4	-6.6	-1.6	-2.1	4.0	4.2	2.6
COC(=O)Cn1c(CCS(=O)(=O)c2ccc(C)c(C)c2)nc2ccccc21	-3.7	-3.2	3.6	0.6	-1.7	-3.3	1.8	0.7	-6.4	-1.1
CCN(/N=C/c1ccccc1)c1cc(=O)n(C)c(=O)[nH]1	12.2	-1.8	1.1	17.2	2.4	2.5	0.5	-1.5	10.2	-1.7
Cc1cccc(N2CCN(C3=NC(=O)C(=C4CCCCC4)S3)CC2)c1	-3.8	-3.0	-4.8	-2.0	1.5	-6.6	-5.4	8.4	9.1	3.4
COC(=O)[C@]12C[C@H](CC(=O)N3CCCC3)C(=O)N(Cc3ccccc3)C1=C[C@H](C1CCCC1)O[C@@H]2C	1.5	-1.0	6.2	6.6	0.9	·	-5.1	-2.7	4.3	-3.2
CC(C)CNC(=O)c1cccc(C(=O)NCC(C)C)c1	-0.8	-0.5	-0.5	-5.4	2.9	0.1	-4.5	-4.7	-0.2	-1.7
CCOC(=O)c1cn(CC)c2cc(N3CCN(C)CC3)c(F)cc2c1=O	0.2	-4.7	-3.8	-4.1	-0.5	-0.9	8.6	-16.7	-2.3	6.2
COc1cc(OC)c(C2Nc3cccc4cccc(c34)N2)c(OC)c1	5.0	17.2	-2.6	11.3	4.4	52.4*	-6.9	49.5*	21.2*	20.7
